Luc counter: counter-screen: inhibitors of Kinase-Glo firefly luciferase; Q27757; Kinase-Glo luciferase, ATP luminescence, 8 min; Potency, µM (series often up to 38.3 µM), without a hit: top-dose activity change, negative = inhibition, most hits filed as inhibitors; hit rate 0.28% among 200,000; AID 1379; also: potency is read from the fitted curve at half-maximal effect; % is scaled to controls: 0 for no effect and ±100 for the full control effect; nearly all actives have a fitted effect of over 60% in size
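Kinase-Glo luciferase light output from ATP and luciferin was measured with 10 uM ATP, within the enzyme's linear range. Buffer: 50 mM imidazole pH 7.2, 50 mM KCl, 7 mM MgCl2, 0.01% Tween 20, 0.05% BSA; luminescence read after 8 min at ambient temperature.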
NPSR antag: neuropeptide S receptor (human) antagonism, cAMP; Q6W5P4; CHO-NPSR cells, cAMP TR-FRET, antagonist mode; Potency, µM (series often up to 38.3 µM), inactives show top-dose activity change, negative = inhibition, actives largely listed as inhibitors; hit rate 1% among 220,000; AID 1461; also: potency is read from the fitted curve at half-maximal effect; % is scaled to controls: 0 for no effect and ±100 for the full control effect; nearly all actives have a fitted effect of over 50% in size; many of its hits are not listed in these tables
Target sequence (Q6W5P4 whole entry, looked up): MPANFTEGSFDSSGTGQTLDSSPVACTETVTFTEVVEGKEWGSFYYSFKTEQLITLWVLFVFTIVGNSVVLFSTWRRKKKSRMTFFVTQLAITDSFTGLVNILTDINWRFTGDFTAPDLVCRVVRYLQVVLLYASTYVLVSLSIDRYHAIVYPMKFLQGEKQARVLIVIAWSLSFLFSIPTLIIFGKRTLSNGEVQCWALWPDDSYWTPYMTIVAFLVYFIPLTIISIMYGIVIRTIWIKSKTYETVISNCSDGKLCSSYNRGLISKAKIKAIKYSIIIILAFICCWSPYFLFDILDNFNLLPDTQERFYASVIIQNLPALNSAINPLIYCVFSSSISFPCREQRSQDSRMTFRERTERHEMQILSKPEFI
IMPase Li inh: IMPase inhibition in cells with lithium potentiation; CHO-M1 cells, IP1 TR-FRET (IP-One), carbachol + lithium; Potency, µM (top dose mostly 59.4 µM), without a hit: at the top dose activity, negative = IMPase inhibition, most hits filed as inhibitors; hit rate 0.35% among 210,000;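 also: IP1 builds up when IMPase is blocked and the TR-FRET signal falls; potency is read from the fitted curve at half-maximal effect; plate controls were basal vehicle for no effect and high inhibitor control for full effect; nearly all actives have a fitted effect of over 50% in size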
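Steps: plate 2000 CHO-M1 cells per well and culture 16–30 h; add compound and lithium; incubate 30 min, 37C; add d2-IP1 tracer and Eu cryptate anti-IP1 antibody in lysis buffer; read after 10 min at room temperature.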
L3MBTL1 block: L3MBTL1 (human) inhibition | Q9Y468 | AlphaScreen L3MBTL1–H3K9me1 peptide binding | Potency, µM (series often up to 57.1 µM), without a hit: at the highest dose activity, negative = inhibition, usual class: inhibitors | hit rate 0.66% among 230,000; also: potency is read from the fitted curve at half-maximal effect; % is scaled to controls: 0 for no effect and ±100 for the full control effect; nearly all actives have a fitted effect of over 60% in size
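Read-out is AlphaScreen signal from streptavidin donor and nickel chelate acceptor beads (10 ug/mL final each) bridging L3MBTL1 (50 nM) and biotinylated K9-monomethylated H3(1-15) peptide (75 nM), after 30 min compound exposure at room temperature.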
HttQ103 aggreg: inhibitors of mutant huntingtin aggregate formation in PC12 cells; PC12 HttQ103-GFP aggregates, Acumen cytometry, 40 h; Potency, µM (titrated, usually from 46.1 µM), for inactives: top-dose activity change, negative = inhibition, actives largely listed as inhibitors; hit rate 1.1% among 220,000; AID 1688; also: potency is read from the fitted curve at half-maximal effect; % is scaled to controls: 0 for no effect and ±100 for the full control effect; nearly all actives have a fitted effect of over 60% in size
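PC12 cells with ecdysone-inducible HTT exon1 Q103-GFP, induced by 100 nM tebufenozide, given compounds in a concentration series. GFP aggregates (1–25 um, 6 SD above background) counted in lysates by laser-scanning cytometry, 488 nm excitation.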
Epigenetic reg: epigenetic control regulation, reporter derepression. hit rate 0.2% among 280,000. murine LDR cells, GFP reporter derepression, 30 h. Potency, µM (doses to about 53.9 µM), inactives show top-dose GFP activation, usual class: activators; also: potency is read from the fitted curve at half-maximal effect; % of control where 0% means no effect; nearly all actives have a fitted effect of over 60% in size
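Reporter derepression read as number of fluorescent GFP-positive objects, 20-120 um in size, counted by laser-scanning cytometer. Mouse LDR line with an epigenetically silenced CMV-GFP locus; compound incubation 30 h, 37 C.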
CBFb RUNX1 block: blocks binding between human CBF-beta and RUNX1; Potency, µM (series often up to 59.8 µM), inactives show top-dose activity, negative = inhibition, usual class: inhibitors; AlphaScreen CBFb-His/RUNX1-biotin binding, biochemical; 230,000 tested, under 10 active; Q01196+Q13951; also: % of control where 0% means no effect
Target sequence (Q01196 whole entry, looked up): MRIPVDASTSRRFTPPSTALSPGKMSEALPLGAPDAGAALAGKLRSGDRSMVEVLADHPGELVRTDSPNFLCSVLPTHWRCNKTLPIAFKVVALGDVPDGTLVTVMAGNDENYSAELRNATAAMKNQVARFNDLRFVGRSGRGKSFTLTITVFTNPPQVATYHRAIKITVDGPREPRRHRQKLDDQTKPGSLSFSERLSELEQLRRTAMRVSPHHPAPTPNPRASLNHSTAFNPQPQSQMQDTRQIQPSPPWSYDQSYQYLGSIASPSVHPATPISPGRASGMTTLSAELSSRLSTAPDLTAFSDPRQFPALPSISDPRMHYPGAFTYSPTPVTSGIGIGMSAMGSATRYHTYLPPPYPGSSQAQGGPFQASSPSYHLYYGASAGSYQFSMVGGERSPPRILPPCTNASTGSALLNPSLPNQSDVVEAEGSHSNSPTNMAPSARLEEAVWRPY
Target sequence (Q13951 whole entry, looked up): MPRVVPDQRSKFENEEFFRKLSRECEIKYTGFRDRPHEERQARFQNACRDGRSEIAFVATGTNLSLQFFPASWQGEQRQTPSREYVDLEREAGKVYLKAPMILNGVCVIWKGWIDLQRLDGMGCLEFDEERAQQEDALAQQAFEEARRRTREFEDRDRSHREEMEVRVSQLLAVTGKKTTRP
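Bead-based AlphaScreen assay; binding partners His-tagged CBF-beta and biotinylated RUNX1 at 30 nM each. Compound exposure 15 min after a 20-min protein preincubation; bead step 90 min; all steps at room temperature.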
An asterisk follows results filed as active; ? = inconclusive; . = no result given; & = joins results of further samples; [ ] = another dose, or the depositor's remark. Calls follow the shape of the dose curve; as a rule, active = well fitted curve in the direction sought with a large enough effect; inconclusive = small, poorly fitted or top-dose-only effect, or another doubt; inactive = no such curve, though single readings can be large; an effect the other way counts as inactive or inconclusive. The list is partial (hit frequency here may not be typical).

SMILES | Luc counter | NPSR antag | IMPase Li inh | L3MBTL1 block | HttQ103 aggreg | Epigenetic reg | CBFb RUNX1 block
C=CCNC(=O)C1CC(=O)N(c2ccc(OCC(=O)Nc3ccc(C)cc3)cc2)C1 (stereo unspecified) | 2% | -10%[46.1 µM] | -3%[38.3 µM] | 8% | 13% | -2.3% | -1%
COc1ccc(S(=O)(=O)N(CC(=O)Nc2cccnc2)c2ccccc2OC)cc1 | 2% | -11%[46.1 µM] | 47%[activator][38.3 µM] | . | ? | 15% | 3%
CCCOc1c(Br)cc(C2C3=C(CCCC3=O)N(CC)C3=C2C(=O)CCC3)cc1OC | -2% | -42% | 8% | . | 8% | -0.3% | 24%
C/C(=N\NC(=O)c1cccnc1)c1ccc(-c2ccccc2)cc1 | . | -25% | . | -1% | 0%[9.22 µM] | 0.8% | 4%
CC1(C)CC2(CC(C)(C)N1)OC(=O)N1CCc3ccccc3C12C (stereo unspecified) | 2% | 25% | 5% | ? | 6% | 0.0% | 3%
Cc1ccc(C2CC(=O)Oc3c(C(C)C)ccc(C)c32)cc1 (stereo unspecified) | 0%[39.9 µM] | . | 10% | . | . | 0.0% | ?
Fc1ccc(CNC(=S)NCc2ccc(F)cc2)cc1 | . | 12% | . | 9% | -9%[9.22 µM] | 0.5% | 5%
O=[N+]([O-])c1ccc(Sc2cc[n+]([O-])c3ccccc23)c([N+](=O)[O-])c1 | . | 14% | . | -15% | 3%[9.22 µM] | 1.1% | -3%
CCc1ccc(-c2cc(C(=O)Nn3cnnc3)c3ccccc3n2)cc1 | 8.9µM* | -17%[46.1 µM] | -7%[38.3 µM] | . | 5% | -4.6% | 0%
O=C(c1cc2ccccc2oc1=O)N(Cc1ccco1)Cc1cccs1 | 9% | 13%[46.1 µM] | -3%[38.3 µM] | . | 11% | -1.0% | -3%
Cc1ccc(CNC(=O)Cn2nnc3ccccc3c2=O)cc1 | 1% | 5% | 2% | 13% | -1% | -1.4% | 10%
O=C(NCCCN1CCCC1)c1ccc(CSCc2cccc(Cl)c2)o1 | 2% | 2%[46.1 µM] | 44%[activator][38.3 µM] | . | -5%[9.22 µM] | 1.0% | 1%
CS(=O)(=O)N(Cc1ccc(C(=O)NC2CCCCC2O)cc1)c1ccccc1 (stereo unspecified) | -1% | ? | 9%[38.3 µM] | 1% | -12% | 0.0% | 0%
CCc1ccc(OCc2ccccc2C(=O)Nc2ccc3nc(C)cc(N)c3c2)cc1 | -4%[39.9 µM] | . | 16% | . | . | -0.6% | -3%
Cc1nc(Sc2cccn2C)c(C(F)(F)F)c(=O)[nH]1 | 1% | 2%[46.1 µM] | -4%[38.3 µM] | . | 3% | -2.8% | -7%
C(=N\n1cnnc1)/c1ccc2c(c1)OCCO2 | 2% | -16%[46.1 µM] | 28%[38.3 µM] | . | -9% | -1.1% | 3%
CCCC(=O)c1cc(F)c(N2CCN(C(=O)OCC)CC2)cc1C | -3% | -25%[46.1 µM] | 19%[38.3 µM] | . | -12% | 0.0% | 8%
NC(=O)c1nc(-c2ccco2)nc2c1[nH]c(=O)n2-c1ccc(Cl)c(Cl)c1 | . | 6% | . | . | 20%[9.22 µM] | 6.7% | -2%
O=C(NCc1ccco1)c1ccc(C(=O)NCc2ccco2)s1 | -4% | -11%[46.1 µM] | 22%[38.3 µM] | . | -23% | 0.1% | 0%
COc1cc(C(=O)Nc2nnc(C3CC3)s2)ccc1OCc1c(C)noc1C | 4% | -15% | -2% | 1% | 4% | -2.3% | -2%
Cc1ccccc1OCC(=O)N(CC(C)C)c1c(N)n(CC(C)C)c(=O)[nH]c1=O | . | -11% | . | -5% | 0%[9.22 µM] | -2.9% | 0%
C=CCn1c(=NC(=O)c2cc(Cl)sc2Cl)sc2cc(S(N)(=O)=O)ccc21 | -2% | -38% | 3% | 0% | 3% | ? | -3%
Cc1cccc(CCNC(=O)CCS(=O)(=O)c2ccc(Br)cc2)c1 | 4% | 2% | -15% | . | 16% | -1.3% | -5%
CCN(CC)C(=O)c1ccc(Nc2nnc(C)c3ccccc23)cc1 | 11µM* | -10%[46.1 µM] | -14% | 2% | -4% | 3.0% | 1%
CCOc1cc(C(=O)N/N=C\c2cn(CC)nc2C)cc(OCC)c1OCC | -2% | 6% | 15% | -14% | -1% | 0.1% | -8%
CCCNc1nc(-c2ccccc2)c(C(=O)OCC)cc1C#N | 9% | ? | -1% | 59%[activator] | 27% | 0.0% | ?
O=[N+]([O-])c1ccc2nc(SCc3cn4cccnc4n3)[nH]c2c1 | . | -6% | . | . | -26%[9.22 µM] | 0.6% | 8%
COc1cccc(CNc2ccc3c(c2)CCC3)c1 | -4% | 18%[46.1 µM] | 24%[38.3 µM] | . | -5%[9.22 µM] | -0.3% | -17%
COc1ccc(-c2nc3ccccc3s2)cc1O | -30% | ? | -7%[38.3 µM] | 15%[11.4 µM] | 4% | 2.7% | 6%
CNC(=O)c1sc(-c2ccc(Cl)cc2)nc1C | -4% | -4%[46.1 µM] | -23%[38.3 µM] | . | 23% | -0.7% | 6%
CN(C)Cc1ccccc1Sc1ccc(O)cc1O | -5% | 12% | 3% | 6% | 14% | -0.9% | -5%
O=C(Cn1nnc2ccccc2c1=O)Nc1ccc(S(=O)(=O)N2CCOCC2)cc1 | 3% | -3% | 7% | -3% | 8% | -1.4% | 3%
O=C(CCCOc1ccc(Cl)cc1Cl)N1CCCc2ccccc21 | 5% | ? | 51%[activator][38.3 µM] | . | 0%[9.22 µM] | 0.7% | 22%
Nc1cc(S(=O)(=O)N2CCOCC2)ccc1Oc1ccc(F)cc1 | 0% | 4% | 7% | 1% | -8% | 1.1% | 6%
CCc1nn2c(N)c(/C=C3\C=Nc4ccccc43)c(=O)nc2s1 | -2% | -10%&-9% | 2% | -9%&-10% | -5%[9.22 µM] | -1.1%&-0.9% | ?
O=C(NNC1CC(=O)N(c2ccccc2)C1=O)c1ccco1 (stereo unspecified) | 0% | 6% | 3% | 10% | . | -1.1% | -5%
Cc1ccc(OCC(=O)NC2=NCCS2)cc1 | -7% | 0%[46.1 µM] | -1%[38.3 µM] | 1% | 11% | 0.0% | 0%
CCN1CCN(C(=S)Nc2ccc3nc4n(c(=O)c3c2)CCCCC4)CC1 | -1% | 16% | 17% | 3% | 7% | -3.5% | 1%
O=C(CN1CCN(Cc2ccc3c(c2)OCO3)CC1)Nc1ccc2c(c1)OCCO2 | 3% | -14%[46.1 µM] | 23%[38.3 µM] | . | 7% | 0.9% | 0%
CSCC[C@@H](Nc1nc(-c2ccccc2)nc2c1oc1ccccc12)C(=O)O | 2% | -22%[46.1 µM] | -4%[38.3 µM] | 0% | -7% | 6.3% | 4%
CN(C)CCn1c(=S)[nH]c2ccccc2c1=O | -1% | -4%[46.1 µM] | 22%[38.3 µM] | . | 0% | -2.8% | 18%
CN(C)S(=O)(=O)c1ccc(C(=O)Nc2nnc(SCc3ccccc3)s2)cc1 | -5% | 10% | -7% | -2% | -15% | 3.5% | 20%
CCCOc1ccc(N2C(=O)CC(N3CCN(c4nc5ccccc5s4)CC3)C2=O)cc1 (stereo unspecified) | 0% | 6%[46.1 µM] | 22%[38.3 µM] | 1% | 6% | 0.0% | 6%
COc1cccc(N/C=C/c2onc(C)c2[N+](=O)[O-])c1 | 0% | 0% | 2% | 2% | 20% | -1.4% | -12%
Cc1ccc(C(=O)NN2C(=O)C3C4C=CC([C@@H]3C2=O)C42CC2)cc1 (stereo partly specified) | . | 8% | . | . | 6%[9.22 µM] | -1.0% | 6%
CC(/C=N/NC(=O)c1nnn(-c2nonc2N)c1CN(C)C)=C\c1ccco1 | . | -26% | . | . | 18%[9.22 µM] | -2.6% | -1%
CCOC(=O)C(NC(C)=O)(Nc1ccc(S(=O)(=O)Nc2cc(C)on2)cc1)C(F)(F)F (stereo unspecified) | 10% | 2%[46.1 µM] | 8% | 8% | 0% | 2.1% | 7%
CCN1CCN(C(C(=O)NC2CCCC2)c2cc3c(cc2[N+](=O)[O-])OCO3)CC1 (stereo unspecified) | 3% | 11% | 1% | ? | 4% | -1.1% | 6%
COc1cc(CNc2ncn[nH]2)ccc1OCc1ccccc1C | -3% | -11% | -5% | -6% | 1%[9.22 µM] | 3.7% | 2%
CC(=O)N(C)C1(c2nnnn2CCOC(=O)Nc2cccc3ccccc23)CCCC1 | 5% | -13%[46.1 µM] | 0%[38.3 µM] | -2% | -14% | -3.2% | 4%
CC(=O)Nc1ccc2nc(NC(=O)C(Cl)(Cl)Cl)sc2c1 | . | 14% | 1% | 6% | 3%[9.22 µM] | -0.2% | 7%
Cc1cc(C)nc(NS(=O)(=O)c2ccc(NC(=S)NC(=O)c3cccnc3)cc2)n1 | 0% | -1% | -6% | -21% | -12%[9.22 µM] | -1.0% | 4%
CCOC(=O)c1cccc(NC(=O)CCS(=O)(=O)c2ccc(Br)s2)c1 | 2% | -13%[46.1 µM] | ? | . | -4% | -1.8%&0.3% | -2%
O=C(COC(=O)c1ccccc1C(=O)c1ccccc1)Nc1cccc([N+](=O)[O-])c1 | -1% | -12% | 0% | -3% | 10% | 0.1% | -5%
Cc1onc(-c2ccccc2Cl)c1C(=O)c1ccccc1 | . | 33% | . | 19% | -16%[9.22 µM] | -0.7% | 17%
CC1/C(=N/O)CC(c2ccccc2)NC1c1ccccc1 (stereo unspecified) | 0% | -8%[46.1 µM] | 26%[38.3 µM] | . | 11%[9.22 µM] | -1.0% | -3%
CCOC(=O)c1c(-c2ccccc2Cl)cn2ccccc12 | 0% | ? | 21% | 39%[activator] | -2% | 4.7% | 27%
Cc1cc2cc(CN(CCN(C)C)C(=S)NCc3ccco3)c(=O)[nH]c2cc1C | 0% | -17% | 9% | -23% | 17%[9.22 µM] | 2.1% | -7%
Fc1ccc(-c2cc(-c3cccs3)cc(-c3ccccc3)n2)cc1 | . | 24% | . | 11% | 3%[9.22 µM] | 0.1% | 5%

Entries of single compounds from above:
CCOc1cc(C(=O)N/N=C\c2cn(CC)nc2C)cc(OCC)c1OCC across the screens: Luc counter: -2%; NPSR antag: 6%; IMPase Li inh: 15%; L3MBTL1 block: -14%; HttQ103 aggreg: -1%; Epigenetic reg: 0.1%; CBFb RUNX1 block: -8%
C/C(=N\NC(=O)c1cccnc1)c1ccc(-c2ccccc2)cc1 across the screens: Luc counter: .; NPSR antag: -25%; IMPase Li inh: .; L3MBTL1 block: -1%; HttQ103 aggreg: 0%[9.22 µM]; Epigenetic reg: 0.8%; CBFb RUNX1 block: 4%
